# TCR act: Activators of T cell receptors: qHTS campaign | primary human leukocytes, anti-CD3, IL-2 HTRF, 48 h | Potency, µM (titrated, usually from 9.22 µM), without a hit: at the highest dose activation of IL-2 secretion, usual class: activators | 330,000 tested, under 10 active | AID 504894, 2011; also: % of control where 0% means no effect
#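 IL-2 produced over 48 hr by a-CD3 bead-stimulated primary human leukocytes exposed to compounds was detected with a homogeneous time-resolved FRET immunoassay, 665nm acceptor signal after 320nm excitation.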
# Chronic BCR inh: qHTS Assay to Find Inhibitors of Chronic Active B-Cell Receptor Signaling; 340,000 tested, 0.05% active; Potency, µM (series often up to 46.1 µM), for inactives: at the top dose ratio change, negative = lower green/red ratio, hits mostly inhibitors; ABC-DLBCL IkBa-CBG/CBR reporter, luminescence ratio, 4 h; active = well fitted inhibition curve with a large enough effect in the signal ratio, with a control signal flat, not every such curve was filed as active; inconclusive = small, poorly fitted or top-dose-only effect, or effect the other way, or a change in a side signal; the % refers to the signal ratio;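 also: potency is read from the fitted curve at half-maximal effect; plate controls were basal doxycycline-induced cells for no effect and cells given 10 µM MG132 for full effect; MG132 reads +100%, hits lower the ratio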
#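 Compounds up to 46 uM were incubated four hours with TMD8 cells whose green CBG68 luciferase is fused to IkappaBalpha; red CBR luminescence normalised the signal, and concentration-effect curves were fitted to fusion, red and ratio data.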
# ASM inhibitor: Inhibitors of Secretory Acid Sphingomyelinase (S-ASM): qHTS; AID 504937, 2011; placental ASM, HMU-PC fluorogenic substrate, 60 min; 340,000 tested, 0.006% active; Potency, µM (series often up to 57.5 µM), without a hit: top-dose activity change, negative = inhibition, hits mostly inhibitors; also: potency is read from the fitted curve at half-maximal effect
#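 Steps: dispense placental human ASM, pin compound, wait 10 min at room temperature, add HMU-PC0 substrate at 9 uM final, incubate 60 min at 37 °C, add stop solution raising pH to 10, read fluorescence.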
# ELG1 repair inh: qHTS screen for small molecules that inhibit ELG1-dependent DNA repair in human embryonic kidney (HEK293T) cells expressing luciferase-tagged ELG1; HEK293T ELG1-luciferase reporter, luminescence, 16 h; DNA damage induced by 5-fluorouridine; Potency, µM (top dose mostly 46.1 µM), for the others: at the top dose activity change, negative = inhibition, most hits filed as inhibitors; 330,000 tested, 2.3% active; also: potency is read from the fitted curve at half-maximal effect; % is scaled to controls: 0 for no effect and ±100 for the full control effect; nearly all actives have a fitted effect of over 55% in size
#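 Cells (2,000 per well) received 5-fluorouridine plus test compound or DMSO and were incubated 16 hr at 37 °C, 5% CO2. Luciferase activity was read by luminescence 30 min after ONE-Glo addition; signal suppression marked inhibition of damage-induced ELG1 function.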
# Eya2 inh: qHTS Assay for Inhibitors of the Phosphatase Activity of Eya2; Protein phosphatase EYA2 (Homo sapiens), O00167; 330,000 tested, 0.006% active; Potency, µM (doses to about 76.9 µM), without a hit: at the highest dose activity, negative = inhibition, actives largely listed as inhibitors; recombinant Eya2, OMFP fluorescence dephosphorylation (OMFP is methylfluorescein phosphate); also: potency is read from the fitted curve at half-maximal effect; % is scaled to controls: 0 for no effect and ±100 for the full control effect
#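 Eya2 protein (added as 0.2 uM solution) was preincubated with compound for 10 min at ambient temperature in 50 mM HEPES pH 7.5, 50 mM NaCl, 5 uM MgCl2, 0.05% BSA, 1 mM DTT. OMFP (added at 50 uM) then reacted 10 min; fluorescence read at 485/525 nm.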
# TSHR antag: Antagonists of the Thyroid Stimulating Hormone Receptor: HTS campaign. Thyrotropin receptor (Homo sapiens), P16473. TSHR-expressing cells, TSH-stimulated cAMP HTRF, 2 h; stronger effect = lower value. activity change, negative = inhibition, % at 11.5 µM. 330,000 tested, 0.2% active. AID 504810, 2011;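 active = activity change below a set negative limit, meaning inhibition stronger than a set level, cut at about -70% in these data; inconclusive = activity change between two set negative limits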; also: % is scaled to controls: 0 for no effect and ±100 for the full control effect
#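 TSHR-expressing cells, 200/well, pre-treated with compound, then stimulated with EC80 TSH (4nM final) for 2 hours at 37 deg C. cAMP measured by competitive HTRF: anti-cAMP cryptate antibody in lysis buffer plus cAMP-d2, read after 30 minutes at room temperature.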
# Mito fusion yeast: qHTS Assay for Small Molecule Inhibitors of Mitochondrial Division or Activators of Mitochondrial Fusion; 320,000 tested, 0.23% active; AID 485298, 2010; Potency, µM (series often up to 46.1 µM), for the others: at the top dose growth rescue (activation), usual class: activators; S. cerevisiae fusion-defective mutant growth rescue, CellTiterGlo 48 h;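 also: potency is read from the fitted curve at half-maximal effect; % of control where 0% means no effect; nearly all actives have a fitted effect of over 45% in size; temperature-sensitive fusion mutants such as fzo1-1 at 37 °C on non-fermentable ethanol glycerol medium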
#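 Temperature-sensitive fusion-defective S. cerevisiae (e.g. fzo1-1, mgm1-5) were grown with compound in YPEG medium (3% ethanol, 3% glycerol) for 48 hours at 37C. Growth rescue was measured as viability by CellTiterGlo luminescence after 10 minutes at ambient.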
# TSG101-PTAP inh: qHTS Assay for Iinhibitors of HIV-1 Budding by Blocking the Interaction of PTAP/TSG101; Tumor susceptibility gene 101 protein (Homo sapiens), Q99816; Fluorescence polarization, FITC-PTAP peptide / Tsg101 binding; Potency, µM (top dose mostly 115 µM), inactives show at the highest dose activity change, negative = inhibition, most hits filed as inhibitors; 340,000 tested, under 10 active; active = well fitted inhibition curve with a large enough effect in the main read-out, with a control signal flat, not every such curve was filed as active; inconclusive = small, poorly fitted or top-dose-only effect, or effect the other way, or a change in a side signal; inactive = no such curve, though single readings can be large or run the other way; also: potency is read from the fitted curve at half-maximal effect; % of control where 0% means no effect
# Target sequence (Q99816 whole entry, looked up): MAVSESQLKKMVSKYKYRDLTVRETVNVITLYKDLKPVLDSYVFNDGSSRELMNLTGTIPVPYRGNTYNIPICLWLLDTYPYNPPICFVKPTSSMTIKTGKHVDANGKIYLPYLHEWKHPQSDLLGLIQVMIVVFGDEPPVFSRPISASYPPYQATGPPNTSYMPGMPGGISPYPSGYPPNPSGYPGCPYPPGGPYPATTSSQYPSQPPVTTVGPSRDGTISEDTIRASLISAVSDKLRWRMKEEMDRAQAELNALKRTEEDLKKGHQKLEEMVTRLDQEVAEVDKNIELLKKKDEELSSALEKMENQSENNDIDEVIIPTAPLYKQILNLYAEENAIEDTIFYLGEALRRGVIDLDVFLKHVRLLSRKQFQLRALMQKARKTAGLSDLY
#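 FP read-out: FITC-PTAP peptide, 50 nM final, binding Tsg101 binding domain, 10 uM final; 20 min, r.t.; 10 mM HEPES pH 7.5, 0.15 M NaCl, 0.01% Tween 20, 3 mM EDTA, 0.1 mM TCEP.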
# A-T KAP1 phos: qHTS Assay for Identifying a Potential Treatment of Ataxia-Telangiectasia. […] A-T fibroblasts, KAP-1 phosphorylation AlphaLISA; neocarzinostatin DNA damage 30 min before lysis. Potency, µM (doses to about 57.5 µM), without a hit: at the top dose activation, usual class: activators. 320,000 tested, 0.19% active; also: potency is read from the fitted curve at half-maximal effect; % of control where 0% means no effect; nearly all actives have a fitted effect of over 45% in size
#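 ATM-like activity read as KAP-1 phosphorylation via AlphaLISA donor/acceptor antibody pairs after lysis and 6 hr at 25C. Cells were ATM-null patient fibroblasts ([…], hTERT), dosed 60 min, then exposed to the DSB inducer NCS for 30 min.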
# Integrin act MD: qHTS for Activators of Integrin-Mediated Alleviation for Muscular Dystrophy; alpha7betagal myoblasts, beta-gal FDG fluorescence, 48 h; Potency, µM (doses to about 38.3 µM), inactives show at the top dose activation, hits mostly activators; 350,000 tested, 0.064% active; AID 624291, 2012;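 also: potency is read from the fitted curve at half-maximal effect; 100% = response of the positive control SU9516; nearly all actives have a fitted effect of over 60% in size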
#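 Alpha7betagal+/- myoblasts (passage 13) were plated 16-24 hr, then exposed to compounds (1:260 dilution of DMSO stock) for 48 hours at 37C. After MPER lysis, β-galactosidase reporter activity was read as FDG fluorescence (ex 480/em 540) after 30 minutes.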
# Tb PFK block: qHTS Assay to Find Inhibitors of T. brucei phosphofructokinase | Potency, µM (top dose mostly 57.5 µM), without a hit: top-dose activity, negative = inhibition, most hits filed as inhibitors | T. brucei PFK, ADP-Glo luminescence | 330,000 tested, 0.17% active | ATP-dependent 6-phosphofructokinase (Trypanosoma brucei brucei), O15648;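 also: potency is read from the fitted curve at half-maximal effect; 0% = uninhibited 1x PFK enzyme wells and -100% = no-enzyme wells; nearly all actives have a fitted effect of over 60% in size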
# Target sequence (O15648 whole entry, looked up): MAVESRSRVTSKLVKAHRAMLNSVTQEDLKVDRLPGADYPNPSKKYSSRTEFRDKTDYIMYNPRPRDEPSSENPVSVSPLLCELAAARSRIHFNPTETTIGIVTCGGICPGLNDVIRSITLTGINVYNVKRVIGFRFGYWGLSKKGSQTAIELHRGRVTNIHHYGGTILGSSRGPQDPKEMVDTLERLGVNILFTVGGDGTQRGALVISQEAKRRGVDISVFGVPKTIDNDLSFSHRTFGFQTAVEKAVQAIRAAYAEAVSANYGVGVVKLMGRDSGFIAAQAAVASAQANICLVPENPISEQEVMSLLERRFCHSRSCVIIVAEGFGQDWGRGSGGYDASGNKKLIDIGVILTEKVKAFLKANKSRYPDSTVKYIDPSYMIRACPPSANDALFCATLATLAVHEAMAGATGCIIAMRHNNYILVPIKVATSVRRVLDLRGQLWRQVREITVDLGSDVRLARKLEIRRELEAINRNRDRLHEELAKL
#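 Luminescent ADP detection (ADP-Glo, two-step: ATP depletion then ADP-to-ATP conversion for luciferase) reported PFK activity after 45 min room-temperature reaction of 1.25 nM enzyme with 0.5 mM F6P and 0.1 mM ATP at pH 8.0.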
# * hit, by the source's call; ? = inconclusive; . = not tested or not shown; [ ] = another dose, or the depositor's remark. Unless noted, calls follow the shape of the dose curve; as a rule, active = well fitted curve in the direction sought with a large enough effect; inconclusive = small, poorly fitted or top-dose-only effect, or another doubt; inactive = no such curve, though single readings can be large; an effect the other way counts as inactive or inconclusive. An excerpt (hit frequency here may not be typical).
SMILES,TCR act,Chronic BCR inh,ASM inhibitor,ELG1 repair inh,Eya2 inh,TSHR antag,Mito fusion yeast,TSG101-PTAP inh,A-T KAP1 phos,Integrin act MD,Tb PFK block
CCC(C)n1c(O)c(C=NCCN2CCOCC2)c(=O)[nH]c1=S (configuration not stated),0%,-6%,-3%,-6%,17%,8,5%,1%,0%,7%,0%
O=P(NS(=O)(=O)c1ccccc1)(Oc1ccccc1)Oc1ccccc1,.,4%,5%,-12%,4%,1,-4%,3%,2%,-12%,0%
Cc1ccccc1-n1c(O)c(C=NCCN2CCOCC2)c(=O)[nH]c1=O,-4%,4%,3%,4%,-16%,-1,-1%,-5%,-6%,20%,5%
CCCCOc1nc2ccccc2c(=O)n1-c1ccccc1,-1%[46.1 µM],8%,-3%,-21%,-13%,51,?,-2%,14%,6%,-1%
O=C1c2ccccc2C(=O)N1SC1CCCCC1,6%,?,3%,?,-4%,-26,-3%,-10%,-12%,-63%[inhibitor],?
CC[n+]1c(/C=C/N(C)c2ccccc2)sc2ccc(Cl)cc21,2%,0%,-8%,?,2%,10,2%,-6%,-2%,-49%[inhibitor],4%
COc1cc(CC(=O)N2C[C@H]3C[C@@H](C2)c2cccc(=O)n2C3)cc(OC)c1OC,5%,-5%,7%,12%,13%,9,-3%,0%,-8%,.,-2%
C[N+]12CCC(CC1)C(=C(c1ccccc1)c1ccccc1)C2,8%[46.1 µM],-1%,3%,6%,4%,22,4%,0%,1%,-14%,0%
COC(=O)C1=C(c2ccc(F)cc2F)C[C@@H]2CC[C@H]1N2C(=O)N1CCC(O)(c2ccc(Cl)cc2)CC1,3%,11%,-2%,?,4%,-1,?,-6%,10%,2%,4%
CN(C)CC#CCOCCOCCC#N,1%,-1%,1%,4%,2%,8,-1%,0%,8%,3%,1%
CCOC(=O)c1ccccc1N,-1%,2%,28%,10%,-29%,29,.,0%,1%,-6%,4%
Cc1cccc(NP(C)(=O)c2nc3c(s2)CCCC3)c1 (configuration not stated),1%,4%,1%,15%,2%,-12,-5%,-3%,0%,-33%,-9%
COCCNP(=O)(c1ccccc1)c1nc2ccccc2s1 (configuration not stated),.,2%,.,14%,-14%,-5,3%,.,7%,.,-1%
O=C(c1ccc2c3c(cccc13)CC2)C1CCCN(CC2CC2)C1 (configuration not stated),1%,?,7%,17%,-4%,12,-13%,-1%,6%[11.5 µM],-18%,1%
Cn1cc[n+](C)c1P(=S)(c1ccccc1)c1ccccc1,-1%,6%,-5%,-14%,-3%,-5,-5%,3%,1%,-17%,2%
CCOc1cc(CNC(C)C(O)c2ccccc2)cc(Cl)c1OCC (configuration not stated),-3%[46.1 µM],-19%,0%,?,-4%,-1,-12%,-5%,7%,-15%,0%
CCCc1cc(=O)oc2c3c(cc(OCC(=O)N4CCC[C@H]4C(=O)O)c12)OC(C)(C)CC3,-2%,0%,98%[activator],?,2%,2,-1%,-4%,-4%,-17%,1%
C=C1CC[C@@]2(O)[C@H]3Cc4ccc(O)c5c4[C@@]2(CCN3CC2CC2)[C@H]1O5,-4%,?,-2%,-2%,-1%,24,-6%,1%,-2%,.,-1%
CCN(CC)P(=O)(Nc1ccc([N+](=O)[O-])cc1)c1c(C)nn(CCC#N)c1NC(=O)c1ccc(Cl)cc1 (configuration not stated),1%,?,-16%,7%,7%,31,0%,-1%,-3%,31%,-3%
COC(=O)C1=C(c2cccc(C#N)c2)C[C@@H]2CC[C@H]1N2C(=O)NC(C)C,-2%,-5%,7%,18%,5%,4,-1%,-1%,3%,-13%,-7%
O=C(c1ccccc1)N1CCC2(CC1)OCCO2,-5%,7%,4%,1%,12%,2,6%,-2%,2%,4%,1%
Fc1ccc(C2N3CCCN23)cc1 (configuration not stated),0%,6%,1%,17%,16%,11,-1%,-3%,?,25%,8%
Cc1ccc(C(=O)N/C(=C\c2ccc(-c3cccc([N+](=O)[O-])c3)o2)C(=O)NCCCN(C)C)cc1,0%,-2%,-12%,-1%,3%,-29,-3%,-2%,5%,-44%,7%
CC1(C)C[C@H]2C=C(C=O)[C@]3(C=O)C[C@]3(C)[C@H]2C1,-9%,?,10%,5.8µM*,-8%,-87*,-4%,1%,3.5µM*,-49%[inhibitor],-5%
CC(C)n1c(O)c(C2c3cc(Cl)ccc3Oc3[nH]c(=O)n(C(C)C)c(=O)c32)c(=O)[nH]c1=O (configuration not stated),1%,?,4%,?,-18%,18,-14%,-2%,-6%,-79%[inhibitor],24%
# Further entries
SMILES,TCR act,Chronic BCR inh,ASM inhibitor,ELG1 repair inh,Eya2 inh,TSHR antag,Mito fusion yeast,TSG101-PTAP inh,A-T KAP1 phos,Integrin act MD,Tb PFK block
COc1ccc2c3c1OC1[C@H](O)CCC4[C@@H](C2)N(C)CC[C@]314 (some centres not stated),-8%,0%,1%,4%,-21%,0,.,-4%,4%,.,0%
C/C(=N\N1CCCCCC1)c1c(O)n(-c2ccc(C)cc2)c(=O)[nH]c1=O,7%[46.1 µM],0%,-3%,-2%,-1%,-9,-21%,0%,4%,-31%,0%
Cc1cc(NC(=O)COC(=O)c2c(C)nn(Cc3ccccc3Cl)c2C)no1,-2%,-18%,-3%,15%,8%,-9,-5%,4%,-4%,?,0%
COC(=O)C1=C(c2ccc(OC)c(OC)c2)C[C@@H]2CC[C@H]1N2C(=O)N1CCOCC1,-6%,?,3%,?,6%,2,-2%,-3%,1%,18%,1%
CN(C)P(=O)(NC(=O)c1cccn1C)N(C)C,0%,0%,-1%,-1%,10%,11,-4%,-7%,-1%,155%,-2%
COc1ccc(CCNCc2ccc(OC)c(OC)c2OC)cc1,-1%,7%,3%,3%,24%,9,-3%,-1%,-5%,5%,-1%
COc1cc2c3cc1Oc1cc(ccc1O)C[C@@H]1c4c(cc(OC)c(O)c4Oc4ccc(cc4)C[C@H]3N(C)CC2)CCN1C,12%,?,-1%,-8%,3%,5,-16%,-3%,-15%,.,3%
Nc1ccc(C2(c3ccc(N)cc3)c3ccccc3-c3ccccc32)cc1,-8%[46.1 µM],?,-16%,?,5%,-102*,25µM*,0%,-13%,-18%,0%
CCOc1ccc(Oc2nc(NCC(C)C)nc(N(C)C)n2)nn1,1%,10%,0%,?,4%,-12,9%,0%,.,-13%,-12%
O=C1c2ccccc2C2(c3ccc(Cl)cc3)NCCN12 (configuration not stated),-2%,1%,-2%,0%,0%,3,-3%,-1%,5%,17%,-1%
COc1cc(CN2CC=C(c3ccc(F)cc3)CC2)cc(OC)c1,-3%,3%,0%,-20%,9%,15,-1%,-3%,5%,-12%,-1%
COc1ccccc1-n1c(O)c(/C=N/N2CCCCC2)c(=O)n(-c2ccccc2OC)c1=S,4%,?,3%,3%,9%,-10,1%,-5%,-8%,36%,0%
O=C(Nc1cccc(OC(=O)N2CCOCC2)c1)N1CCOCC1,-4%,4%,-2%,-11%,-3%,11,-2%,-3%,5%,5%,-3%
CN1CCN(c2ccc(C(F)(F)F)cc2N)CC1,15%,?,1%,8%,5%,5,2%,-3%,-4%,4%,1%
O=C1NC(=O)N(CCC2=CCCCC2)C(=O)/C1=C/c1ccc(O)cc1,-1%[46.1 µM],8%,3%,?,0%,-15,-14%,-5%,-1%,-1%,-3%
CCCCn1c(O)c(/C=C/C=C/C=Nc2ccccc2)sc1=S,10%,?,-4%,6%,2%,-6,-10%,1%,6%,1%,0%

# Screening results from PubChem BioAssay.
